FXIa inh: human FXIa protease inhibitors, primary screen, biochemical, 1536-well | 0.14% of 220,000 active | inhibition, % at 5 µM | purified FXIa, Boc-Glu-Ala-Arg-AMC fluorogenic substrate | AID 798, 2007 | Coagulation factor XI (Homo sapiens), P03951;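 active means inhibition of at least 40%; inactive means inhibition below 40%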;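 further: fluorescence of freed AMC excited at 355 nm; 0% = enzyme without compound and 100% = no enzyme blank; many of its hits are not listed in these tables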
Cl transport mod: KCC2 cotransporter modulators, thallium flux, primary screen, cell-based, HEK293 KCC2, FluoZin-2 fluorescence, MLSMR | Solute carrier family 12 member 5 (Homo sapiens), Q9H2X9 | KCC2 cells, thallium flux FluoZin-2 fluorescence | B-score of Tl+ flux slope (higher = more flux/activation; lower = inhibition) at 10 µM | 2.2% of 190,000 active | AID 1456, 2008;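 active means thallium flux slope and its plate-corrected score both differing from the plate sample mean at a set confidence after two filtering rounds, in either direction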;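 further: slope of fluorescence scaled to starting intensity during 10 to 20 s after thallium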
Target sequence (Q9H2X9 whole entry, looked up): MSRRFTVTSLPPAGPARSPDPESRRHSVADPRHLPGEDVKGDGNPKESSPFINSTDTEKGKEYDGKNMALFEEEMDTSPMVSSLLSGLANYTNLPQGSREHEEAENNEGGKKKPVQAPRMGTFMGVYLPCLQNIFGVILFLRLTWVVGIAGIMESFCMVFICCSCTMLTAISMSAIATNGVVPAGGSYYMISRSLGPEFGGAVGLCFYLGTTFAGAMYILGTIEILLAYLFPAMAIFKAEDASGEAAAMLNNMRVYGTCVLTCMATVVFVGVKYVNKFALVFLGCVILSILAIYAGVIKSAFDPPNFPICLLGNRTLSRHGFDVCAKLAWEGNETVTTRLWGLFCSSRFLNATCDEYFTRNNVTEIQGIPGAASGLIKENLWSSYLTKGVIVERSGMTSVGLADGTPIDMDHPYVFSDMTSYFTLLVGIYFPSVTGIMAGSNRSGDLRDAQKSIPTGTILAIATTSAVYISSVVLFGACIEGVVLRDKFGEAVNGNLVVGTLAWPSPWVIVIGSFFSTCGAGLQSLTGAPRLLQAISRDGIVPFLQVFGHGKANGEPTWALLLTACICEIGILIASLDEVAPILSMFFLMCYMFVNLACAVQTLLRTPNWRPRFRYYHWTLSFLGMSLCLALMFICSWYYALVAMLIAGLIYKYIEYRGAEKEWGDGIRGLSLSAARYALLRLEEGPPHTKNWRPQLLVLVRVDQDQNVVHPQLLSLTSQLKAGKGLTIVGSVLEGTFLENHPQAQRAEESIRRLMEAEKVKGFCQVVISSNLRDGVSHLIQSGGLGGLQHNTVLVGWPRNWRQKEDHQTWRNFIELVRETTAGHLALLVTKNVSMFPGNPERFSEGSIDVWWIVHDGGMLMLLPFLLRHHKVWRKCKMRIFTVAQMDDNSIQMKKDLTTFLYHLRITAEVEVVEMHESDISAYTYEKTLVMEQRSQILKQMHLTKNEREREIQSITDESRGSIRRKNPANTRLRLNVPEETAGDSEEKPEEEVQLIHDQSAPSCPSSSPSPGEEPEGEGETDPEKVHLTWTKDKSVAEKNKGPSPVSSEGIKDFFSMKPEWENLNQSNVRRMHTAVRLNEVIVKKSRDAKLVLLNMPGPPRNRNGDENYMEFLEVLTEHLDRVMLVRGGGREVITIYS
Hck Nef HTS: inhibitors of Nef-activated human Hck kinase, primary screen, biochemical, Z-Lyte FRET, 384-well, Hck-YEEI | Tyrosine-protein kinase HCK (Homo sapiens), P08631 | Recombinant Hck-YEEI plus Nef, Z-Lyte FRET kinase assay | inhibition, % at 20 µM | 0.68% of 220,000 active | AID 463187, 2010;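 active means Hck-Nef kinase inhibition above about 50%, limit read from the data; inactive means inhibition below that limit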;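 further: 0% = DMSO with Hck plus Nef and 100% = Hck alone without Nef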
zVAD death inh: inhibitors of zVAD-triggered necroptosis, primary screen, L929 cells; L929 zVAD necroptosis rescue, ATP luminescence, 24 h; with zVAD 60 µM; viability rescue, % at 10 µM; 0.38% of 220,000 active;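 active means activation, scaled between plate controls, above about 75%, limit read from the data; inactive means activation under that limit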;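 further: 0% = zVAD with DMSO and 100% = DMSO alone without zVAD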
Thrombin inh: human alpha-thrombin inhibitors, primary screen, counter-screen for coagulation protease inhibitor project, biochemical, 1536-well, fluorogenic AMC substrate. Prothrombin (Homo sapiens), P00734. Boc-VPR-AMC fluorogenic substrate cleavage. inhibition, % at 5 µM. 0.26% of 220,000 active;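 active means inhibition at or above 40%; inactive means inhibition below 40%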;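 further: 0% = enzyme with no compound and 100% = wells without enzyme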
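Material: human alpha-thrombin enzyme / Medium: pH 7.5 Tris (50 mM) with NaCl 150 mM, Tween 20 0.05% / Compound: single-point dosing at 5 µM, 0.2% DMSO / Incubation: enzyme reaction carried out at room temperature / Detection: AMC fluorescence, 355/460 nm / Read-out basis: percent inhibition scaled between no-compound controls and no-enzyme blanks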
TNF necrop inh: inhibitors of TNF-alpha triggered necroptosis, primary screen, cell-based, Jurkat FADD-/-, single concentration | Jurkat FADD-/- TNF necroptosis rescue, ATP luminescence, 24 h; 0 = TNF only, 100 = no-TNF cells | activation (protection from cell death), % at 10 µM | 0.068% of 220,000 active | AID 463075, 2010;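 active means activation, meaning protection from cell death, of at least 50% relative to plate controls; inactive means activation below 50%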;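 further: necroptosis triggered by 40 ng/mL TNF-alpha added together with compound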
Rad51 HR inh: human RAD51 strand exchange inhibitors, primary screen, biochemical, fluorescence. inhibition, % at 10 µM. DNA repair protein RAD51 homolog 1 (Homo sapiens), Q06609. 0.085% of 200,000 active. hRad51 DNA strand exchange, fluorescence dequenching;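 active means inhibition above 40% at the single screening dose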;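 further: 0% = DMSO control wells and 100% = blanks with heterologous ssDNA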
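Read-out basis: percent inhibition relative to plate controls and blanks / Assay system: human Rad51 nucleoprotein filaments preassembled on unlabelled ssDNA / Timing: filaments 15 min 37 °C, then compound 30 min / Control set: per-plate controls and blanks / Technique: fluorescence dequenching at 485/520 nm / Compound: 10 µM final, single point / Also added: Fluorescein- and BHQ1-tagged 47-mer duplex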
KLK5 inh: human KLK5 protease inhibitors, primary screen, biochemical, 1536-well | recombinant hK5, fluorogenic AMC substrate cleavage | inhibition, % at 5 µM | 0.59% of 210,000 active;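 active means inhibition of 40% or more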;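 further: 0% = enzyme controls without compound and 100% = no-enzyme blanks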
FXIIa inh 1536: human FXIIa protease inhibitors, primary screen, biochemical, 1536-well. Coagulation factor XII (Homo sapiens), P00748. purified FXIIa, Boc-QGR-AMC fluorogenic substrate, 2 h. inhibition, % at 5 µM. 0.3% of 220,000 active; in the data active means inhibition above about 40%;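 further: 0% = enzyme with no compound and 100% = blank without enzyme; many of its hits are not listed in these tables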
The depositor's hits bear a star; / = not tested or not shown. An excerpt, so the mix of outcomes need not match the whole.

SMILES | FXIa inh | Cl transport mod | Hck Nef HTS | zVAD death inh | Thrombin inh | TNF necrop inh | Rad51 HR inh | KLK5 inh | FXIIa inh 1536
CN(Cc1ccccc1)CC(O)COc1ccc(CNCc2cccnc2)cc1 (stereo not drawn) | -1 | / | 7 | 0.5 | 1 | 1.9 | 15 | / | 4
COc1ccc(-n2ncc(S(=O)(=O)c3ccccc3)c2-c2ccc(Cl)cc2)cc1 | -4 | / | -1 | 0.0 | -14 | -4.9 | -7 | -14 | 8
COc1cc(NC(=O)COC(=O)/C=C/c2ccc(O)c(OC)c2)cc(OC)c1 | 9 | -1.7 | 11 | 59 | 1 | 0.3 | / | 2 | 10
O=C(Nc1nc2c(s1)CCCC2)C1COc2ccccc2O1 (stereo not drawn) | 0 | 0.012 | 8 | 0.4 | 2 | 15 | -5 | 4 | 15
OCCN1CCN(CC#CCn2c3ccccc3c3ccccc32)CC1 | 1 | / | 0 | 1.6 | -10 | -0.7 | 4 | -11 | 13
COc1ccc(CN2CCCCC2C(=O)Nc2ccc(OC)c(OCC(C)C)c2)cc1OC (stereo not drawn) | 7 | -0.21 | 1 | 0.8 | 1 | 2.0 | 0 | -8 | 11
COc1ccc(CC(=O)NCc2nnc(SCc3ccc([N+](=O)[O-])cc3)n2C)cc1 | 0 | -0.11 | 6 | 0.5 | 0 | -0.3 | -1 | 2 | 12
CCSc1ccccc1C(=O)Nc1ccc2c(c1)OCO2 | -3 | -0.22 | 23 | -0.6 | -8 | -1.7 | 22 | -8 | 1
CC1=NN(c2ccc(C)cc2C)C(=O)C1C(c1ccccc1O)C1C(=O)N(c2ccc(C)cc2C)N=C1C (stereo not drawn) | 4 | -0.07 | 5 | 0.8 | -3 | 1.3 | / | -13 | 9
COC(=O)c1ccc(C(C2C(=O)CC(C)(C)CC2=O)C2C(=O)CC(C)(C)CC2=O)cc1 | -3 | 0.38 | 16 | -0.2 | -9 | 0.7 | / | -1 | 2
COc1cccc(CN2C(=O)CCC2(C)C(=O)NC2CCCCCC2)c1 (stereo not drawn) | 8 | / | 0 | -0.4 | 6 | -0.1 | 2 | -7 | 21
COc1cccc(C(=O)Nc2ccc(C(F)(F)F)n(C)c2=O)c1 | -1 | 0.22 | -11 | / | -1 | -2.1 | / | -3 | 8
COc1ccc2c(c1OC)C(=O)OC2Nc1nc(-c2cc3cc(Br)ccc3oc2=O)cs1 (stereo not drawn) | 2 | -1.2 | 25 | 42 | -1 | -5.3 | 4 | 3 | 7
Cn1c(=O)[nH]c(=O)c2cc(C(=O)c3cc(F)ccc3O)cnc21 | -4 | -0.76 | 21 | 5.1 | -10 | 0.5 | -45 | -6 | 4
CCOC(=O)c1sc(=S)n(-c2cccc(C(F)(F)F)c2)c1SC | 4 | -0.91 | 3 | 0.0 | 7 | -1.8 | -12 | 0 | 9
Cc1ccc(C)c(-n2c(SCC(=O)Nc3nonc3C)nnc2-c2ccoc2C)c1 | 15 | -2 | -1 | 0.4 | 0 | -4.8 | -1 | -18 | 27
C=CCNC(=O)CSc1nnc(-c2cccs2)o1 | -1 | 1.2 | -1 | 0.4 | -20 | -1.4 | 2 | 4 | -12
COc1cccc(CN(C)CC(=O)Nc2sc3c(c2C#N)CCC3)c1OC | -11 | 0.79 | 13 | 1.6 | -24 | -1.9 | -3 | -8 | 0
COc1ccccc1N1C(=O)CC1(C#N)c1ccc(OCc2ccccc2)cc1 (stereo not drawn) | 4 | -0.19 | 2 | 1.9 | -3 | 8.1 | 16 | -2 | 7
COc1ccc(C(c2oc(CO)cc(=O)c2O)c2oc(CO)cc(=O)c2O)cc1OC | -1 | 1 | 10 | -0.1 | -3 | 0.7 | / | -5 | 4
COc1ccc(-c2ccc(=O)n(CC(=O)N3CCN(c4ccccc4OC)CC3)n2)cc1 | / | -0.058 | 0 | -0.4 | / | -2.1 | / | / | /
Cc1c(N=Cc2ccco2)c(=O)n(-c2ccccc2)n1C | 4 | 0.77 | 2 | 0.6 | 8 | 0.4 | / | -3 | 16
CC(/C=N/NC(=O)Cn1cnc2ccccc21)=C\c1ccccc1 | -6 | -1.6 | 6 | -0.4 | -9 | 1.7 | 4 | -16 | 0
CC(NC(=O)COc1ccc(/C=N/NS(=O)(=O)c2ccccc2)cc1)c1ccccc1 (stereo not drawn) | -4 | / | 3 | -0.1 | -5 | -0.1 | 5 | -2 | 4
COc1ccc(-c2nnn(CC(=O)Nc3sc4c(c3C#N)CCCC4)n2)cc1 | -12 | -0.75 | 4 | 0.4 | -5 | 5.6 | 5 | -3 | -2
O=Cc1c(Cl)[nH]c(=O)n1-c1ccccc1 | 0 | 0.08 | 23 | 1.0 | -2 | -0.6 | 2 | 5 | 11
COc1ccc(NC(=O)c2ccc(S(=O)(=O)C(F)F)cc2)c(OC)c1 | 0 | -0.037 | 1 | 77* | -1 | 0.5 | 14 | -23 | 6
COc1ccc(NCC(=O)Nc2ccccc2C#N)cc1Cl | 2 | -0.26 | 2 | -0.2 | 0 | -0.3 | 4 | -6 | 11
COc1ccc2c(c1)-c1nc(NC(=O)c3cccs3)sc1CC2 | 49* | -0.065 | 0 | 1.1 | 4 | -9.8 | 3 | -14 | 22
CS(=O)(=O)NCCC1=CCCCC1 | 0 | -0.41 | -1 | 0.8 | -8 | 0.1 | -6 | 8 | -5
COc1cccc2cc(-c3ccccc3)c(=O)oc12 | 0 | 0.029 | -33 | -0.6 | -1 | -2.9 | 3 | 0 | 10
CC(=O)Nc1ccc(-c2csc(Nc3ccccn3)n2)cc1 | 1 | -1.3 | 13 | 1.7 | -2 | -6.1 | -20 | 0 | 5
COc1ccc(C2(C(=O)N3CCOCC3)CCOCC2)cc1OC | 4 | / | 2 | -0.4 | 0 | 0.8 | -8 | -8 | 11
COc1ccc(Cl)cc1NC(=O)CN(C)CC(=O)Nc1ccccc1C(F)(F)F | -2 | 0.0064 | 23 | 1.8 | -8 | 0.5 | -9 | 1 | 8
COCCn1c(=S)[nH]c2cc(C(=O)N3CCN(c4ccc(F)cc4)CC3)ccc2c1=O | 5 | / | 1 | 0.8 | -2 | -0.6 | 3 | 5 | 11
Cc1onc(-c2c(F)cccc2Cl)c1C(=O)NCCCN1CCOCC1 | -8 | -1.1 | 9 | 1.2 | 7 | 0.0 | 10 | -26 | 0
c1nc(N2CCOCC2)c2[nH]cnc2n1 | / | 0.25 | -1 | 0.1 | / | -0.1 | 9 | / | /
Cc1c(Nc2c3ccccc3nc3ccccc23)c(=O)n(-c2ccccc2)n1C | -14 | -0.004 | 4 | -0.6 | -6 | 2.0 | 12 | 24 | 2
COc1ccc2cc(CN(CC3CCCO3)C(=O)Nc3ccccc3OC)c(=O)[nH]c2c1 (stereo not drawn) | -3 | -0.19 | 23 | -0.6 | -14 | -6.2 | -3 | 0 | 4
O=C1OCCC1Sc1nnnn1-c1ccccc1 (stereo not drawn) | 2 | 0.34 | -3 | -0.2 | -1 | -0.6 | -3 | -2 | 4
CC(C)(C)c1ccc(NC(=O)Nc2ccc3ccccc3n2)cc1 | 1 | -0.051 | 24 | 1.3 | 1 | 2.2 | -1 | 5 | 9
O=C(OCc1nc2ccccc2s1)c1ccco1 | -6 | 0.099 | 1 | 2.7 | 4 | 1.0 | 9 | -25 | 14
O=C(NNC(=O)c1ccc(Oc2cc(Cl)cc(Cl)c2)o1)c1ccccc1 | -4 | 28* | 0 | -1.0 | 3 | 0.0 | 16 | 3 | 7
O=C(Cc1ccccc1)NC(=S)Nc1cc(C(F)(F)F)ccc1Cl | -3 | 1.2 | 0 | -0.2 | 10 | -0.5 | 2 | 31 | 28
Oc1ccc(Nc2nc(-c3ccc4ccccc4c3)cs2)cc1 | -1 | 0.11 | -8 | 74 | 7 | -22 | 4 | 12 | 15
CCOC(=O)C1=C(CC)OC(N)=C(C#N)C1c1ccsc1 (stereo not drawn) | -2 | -1 | 3 | / | -4 | -2.5 | / | -12 | 6
Cn1c(CN2CCCC2)nc2cc(NC(=O)Nc3ccccc3)ccc21 | 2 | 1.1 | 6 | 0.3 | 5 | 1.7 | -10 | -11 | 2
Cc1nnc(SCC(=O)Nc2ncc3c(n2)CC(C)(C)CC3=O)s1 | 3 | -0.043 | 1 | -0.7 | -4 | -0.6 | 0 | -8 | 12
N#Cc1c(SCC(=O)Nc2nccs2)nc2c(c1-c1ccco1)CCCC2 | 5 | 0.92 | 5 | -0.1 | 0 | -1.7 | 1 | 7 | 15
CCN(Cc1ccccc1)C(=O)Cn1cnc2c1c(=O)n(C)c(=O)n2C | -6 | / | -1 | 0.4 | -2 | 0.5 | -8 | 1 | 13
CC(C)c1nc(N2CCOCC2)c(C#N)c2c1COC(C)(C)C2 | -8 | / | 5 | 2.6 | -4 | -2.3 | -11 | 1 | 1
Cc1cccn2c(=O)c3cc(C(=O)NC(C)C)c(=N)n(Cc4ccncc4)c3nc12 | -35 | -0.62 | 130* | -1.7 | -21 | 3.1 | / | -12 | -116
COc1ccc(Nc2ccc(N3C(=O)CC(C)C3=O)cc2[N+](=O)[O-])cn1 (stereo not drawn) | 2 | 0.6 | 21 | 3.5 | -5 | -0.1 | -8 | -2 | 14
C=CCc1cccc(CNc2c(C)cc(C)cc2C)c1O | -3 | 0.48 | -7 | 0.0 | -4 | -11 | 0 | -2 | 3
COc1ccc(OC)c(NC(=O)C(=O)NNC(=O)COc2ccc(Br)cc2C)c1 | -4 | 91* | 10 | -0.8 | 2 | 0.3 | 0 | 2 | 2

5 of the compounds above, as comma-separated lines.
SMILES,FXIa inh,Cl transport mod,Hck Nef HTS,zVAD death inh,Thrombin inh,TNF necrop inh,Rad51 HR inh,KLK5 inh,FXIIa inh 1536
COc1ccc(-n2ncc(S(=O)(=O)c3ccccc3)c2-c2ccc(Cl)cc2)cc1,-4,/,-1,0.0,-14,-4.9,-7,-14,8
COc1cc(NC(=O)COC(=O)/C=C/c2ccc(O)c(OC)c2)cc(OC)c1,9,-1.7,11,59,1,0.3,/,2,10
CCOC(=O)C1=C(CC)OC(N)=C(C#N)C1c1ccsc1 (stereo not drawn),-2,-1,3,/,-4,-2.5,/,-12,6
C=CCNC(=O)CSc1nnc(-c2cccs2)o1,-1,1.2,-1,0.4,-20,-1.4,2,4,-12
COc1ccc(CN2CCCCC2C(=O)Nc2ccc(OC)c(OCC(C)C)c2)cc1OC (stereo not drawn),7,-0.21,1,0.8,1,2.0,0,-8,11
